# Screening results from PubChem.
# CD11b adhes enh: CD11b/CD18-fibrinogen binding enhancement; K562 CD11b/CD18 adhesion to fibrinogen, ATPlite luminescence; AID 1499; P05107+P11215; activation, % at 10 µM; 0.07% of 93,000 active;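 active = 10 µM primary screen giving 50% or more activity, confirmed by 40% or more on retest at that dose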; also: strong numbers were not always called active
# Target sequence (P05107 whole entry, looked up, other chains not shown): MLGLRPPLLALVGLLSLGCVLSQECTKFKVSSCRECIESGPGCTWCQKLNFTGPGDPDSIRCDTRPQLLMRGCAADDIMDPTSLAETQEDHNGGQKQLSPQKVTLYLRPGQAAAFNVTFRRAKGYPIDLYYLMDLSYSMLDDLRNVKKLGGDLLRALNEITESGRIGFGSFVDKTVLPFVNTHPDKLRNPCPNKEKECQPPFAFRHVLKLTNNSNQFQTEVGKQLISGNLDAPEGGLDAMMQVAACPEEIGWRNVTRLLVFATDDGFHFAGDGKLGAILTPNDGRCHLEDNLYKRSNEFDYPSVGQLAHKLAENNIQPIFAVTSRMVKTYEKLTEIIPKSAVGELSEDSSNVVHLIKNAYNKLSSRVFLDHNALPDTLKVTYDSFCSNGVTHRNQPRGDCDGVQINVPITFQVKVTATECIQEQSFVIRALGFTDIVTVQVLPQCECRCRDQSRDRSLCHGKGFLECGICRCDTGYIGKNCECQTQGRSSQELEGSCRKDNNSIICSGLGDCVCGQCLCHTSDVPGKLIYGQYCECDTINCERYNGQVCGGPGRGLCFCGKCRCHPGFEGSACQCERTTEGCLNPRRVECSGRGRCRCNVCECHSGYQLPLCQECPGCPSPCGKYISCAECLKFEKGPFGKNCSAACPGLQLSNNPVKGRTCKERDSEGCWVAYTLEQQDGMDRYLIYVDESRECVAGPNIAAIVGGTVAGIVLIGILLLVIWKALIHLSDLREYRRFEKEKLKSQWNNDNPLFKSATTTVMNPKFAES
# ERa coact pot: enhances coactivator binding to human estrogen receptor alpha. coactivator binding (% of control), % at 25.6 µM. TR-FRET ERalpha-LBD/SRC-Cy5 coactivator binding, 2 h; 100 = basal binding, no effect. 1.3% of 86,000 active. P03372; in the data active = activity above about 200%;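 also: binding measured in presence of low estradiol as agonist stimulus; 0% = peptide alone without receptor and 100% = receptor with peptide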
# Lung fibro prol: blocks proliferation of human lung fibroblasts; LL 47 human lung fibroblast viability, ATP luminescence; stronger effect = lower value; viability, % at 10 µM; AID 719; 1.1% of 85,000 active;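 active = viability at or below 50% in the single dose screen; inactive = viability above 50%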;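 also: compound exposure lasted 72 h before the ATP readout; 100% = median luminescence of untreated cell-only wells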
#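 test system = LL 47 human lung fibroblasts | amount = 1,150 fibroblasts seeded per well | medium = 15% FBS in IMEM | times = overnight cell rest, 72 h compound treatment at 37 °C | measured by = CellTiter-Glo luminescence measuring cellular ATP | read-out = viability percentage against median untreated-cell control | benchmarks = cell-only wells, no compound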
# Smad3 inh: Smad3 (human) transcription factor binding inhibition; inhibition, % at 25 µM; P84022; 0.29% of 88,000 active; TR-FRET Smad3/Dy647-FoxH1 peptide binding, europium anti-His;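 active = compounds that reduce the energy-transfer binding signal between the protein and its labelled peptide by more than half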;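 also: 0% = Smad3 plus labelled peptide maximal FRET and 100% = peptide-only background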
# ERb coact inh: ER-beta (human) coactivator binding inhibition. TR-FRET ER-beta LBD / SRC1-Cy5 peptide binding; receptor agonist-loaded with 1 µM estradiol. AID 633. inhibition, % at 25.6 µM. Q92731. 1.3% of 86,000 active;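 active = compounds whose percent inhibition of the receptor-coactivator binding signal exceeds about 50% in the single-dose screen, limit read from the data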;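 also: 0% = receptor plus peptide wells without compound and 100% = peptide-only wells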
# ERa coact inh: blocks coactivator binding to human estrogen receptor alpha; TR-FRET ER-alpha LBD / SRC-1 peptide, estradiol-bound; inhibition, % at 25.6 µM; 1.7% of 86,000 active; AID 629; in the data active = inhibition above about 50%;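 also: 0% = receptor plus peptide control and 100% = peptide only without receptor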
# HUVEC prolif 384: inhibitors of human endothelial cell proliferation. viability, % at 10 µM (by protocol). 1.1% of 86,000 active. AID 648. HUVEC proliferation, CellTiter-Glo luminescence, 72 h; stronger effect = lower value;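 active = viability at or below 30%; inactive = viability above 30%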;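 also: 100% = median luminescence of DMSO-only cell control wells on each plate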
# H69AR growth 86K: growth inhibitors of human H69AR lung tumor cells | H69AR lung tumor viability, ATP luminescence, 72 h; stronger effect = lower value | viability, % at 10 µM | 6% of 85,000 active;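 active = viability at or below 40%; inactive = viability above 40%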;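 also: multidrug resistant small cell line overexpressing MRP-1 efflux transporter; 100% = mean luminescence of untreated control wells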
# MT1-MMP txn act: MT1-MMP promoter transcription activation | HT1080 MT1-MMP promoter luciferase reporter, luminescence, overnight; stronger effect = higher value | activation factor at 10 µM | 0.16% of 86,000 active | AID 750;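 active = activation factor of at least 2 for MT1-MMP transcription at 10 µM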
# * hit, by the source's call; nt = not tested or not shown; [ ] = another dose, or the depositor's remark. An excerpt, so the mix of outcomes need not match the whole.
SMILES,CD11b adhes enh,ERa coact pot,Lung fibro prol,Smad3 inh,ERb coact inh,ERa coact inh,HUVEC prolif 384,H69AR growth 86K,MT1-MMP txn act
O=C(Cn1nc(-c2ccc(Cl)cc2)ccc1=O)NCCN1CCOCC1,-4,118,101,-9,-13,-8,94,101,1
CN(CC(=O)NCCN1CCN(c2ccccc2)CC1)S(=O)(=O)c1ccc2c(c1)CCC(=O)N2,0,104,107,-3,5,1,104,86,nt
O=C(NC1CCCc2ccccc21)C1CCCN(S(=O)(=O)c2cnc[nH]2)C1 (centres undefined),0,119,95,5,-1[fluorescence artefact?],-1,89,91,1
CCOC(=O)c1ccccc1NS(=O)(=O)c1ccc(OCC)cc1,-5,86,64,5,-4,0,65,13*,0.8
C=C(C)COc1ccc(-c2nc(N)nc(C)c2Oc2ccccc2OC)c(O)c1,-2,286*[fluorescence artefact?],89,13,59*[fluorescence artefact?],29[fluorescence artefact?],94,77,1
N#Cc1ccc(NC(=O)COC(=O)CNC(=O)C2CCCCC2)cc1,3,102,106,1,0,4,102,102,1.3
CC1CN(CCC(=O)Nc2ccc3c(c2)OCO3)CC(C)O1 (centres undefined),-1,113,95,0,16,6,93,97,1
CC1=C(C(=O)N2CCc3ccccc32)C2(CCC(C)CC2)OC1=O (centres undefined),-1,117,91,16[fluorescence artefact?],-2,-8,105,94,1.1
O=C(CCCn1c(=O)[nH]c2cc(Cl)ccc2c1=O)NCCN1CCN(c2ccccc2)CC1,nt,105,102,-5,4,-4,90,nt,nt
Cc1ccc2c(Cl)cc(Cl)c(OCc3c(C)noc3C)c2n1,3,111,89,3,16[fluorescence artefact?],2,87,70,0.7
CCc1nnc(NC(=O)NCN2C(=O)C3C4C=CC(C4)C3C2=O)s1 (centres undefined),-4,120,101,0,25[fluorescence artefact?],9,104,91,1.1
CS(=O)(=O)N1CCN(C(=O)c2c(F)cccc2F)CC1,3,111,93,16[fluorescence artefact?],-6,-1,93,92,1
O=C(NC1CCCC1)c1noc2c1CCCCC2,-1,94[fluorescence artefact?],101,4,-3,-4,97,100,nt
Clc1ccc2nc(CSc3nnc(-c4c[nH]c5ccccc45)o3)cn2c1,nt,261*[fluorescence artefact?],114,11,42[fluorescence artefact?],31[fluorescence artefact?],84,82,1
COc1ccc(C2NC(=O)NC(O)(C(F)(F)F)C2C(=O)c2ccc(F)cc2)cc1 (centres undefined),9,105,102,8,-17,-19,104,93,1.1
CCCc1cc(C(=O)Nc2cccc(Cl)c2)no1,0,120,96,-1,-8,-2,52,86,1.5
CCNC(=O)c1c(NC(=O)C2COc3ccccc3O2)sc2c1CCCC2 (centres undefined),-1,114,87,-25,-1,1,54,72,1.1
O=C(NNC1=C(C(=O)C(F)(F)F)CCC1)c1ccccc1O,-5,69,62,12,4,1,6.8*,30*,1.4
COc1ccccc1-c1cc(C(=O)Nc2c(C)n(C)n(-c3ccccc3)c2=O)no1,-3,113,100,1,-6,-2,86,87,1.1
CC(=O)Nc1nc(N)n(-c2ccccc2)n1,2,106,101,1,-23[fluorescence artefact?],-16,90,118,1.3
COC(=O)C1CCN(S(=O)(=O)c2ccc(OC)cc2)CC1,0,114,98,-13,-7,4,99,107,1.3
COc1ccc(N(C)S(=O)(=O)c2ccc3c(c2)oc(=O)n3C)cc1,-9,112,nt,-5,-2,-6,98,99,0.9
COc1ccc(NC(=O)CSc2nnc(Cc3cccn3C)n2CCc2ccccc2)cc1OC,4,105,89,-20,-8,-10,102,99,1.2
O=C(Oc1ccccc1C(=O)Oc1ccccc1)c1ccco1,1,84,97,6,-2,2,84,103,1.2
CCCC1=C(C(=O)OCC)C(c2ccccc2OCC)NC(=O)N1C (centres undefined),3,107,101,4,-2,-2,101,69,1.1

# Part of the list above in order of SMILES length, falling.
SMILES,CD11b adhes enh,ERa coact pot,Lung fibro prol,Smad3 inh,ERb coact inh,ERa coact inh,HUVEC prolif 384,H69AR growth 86K,MT1-MMP txn act
CN(CC(=O)NCCN1CCN(c2ccccc2)CC1)S(=O)(=O)c1ccc2c(c1)CCC(=O)N2,0,104,107,-3,5,1,104,86,nt
O=C(CCCn1c(=O)[nH]c2cc(Cl)ccc2c1=O)NCCN1CCN(c2ccccc2)CC1,nt,105,102,-5,4,-4,90,nt,nt
COc1ccc(C2NC(=O)NC(O)(C(F)(F)F)C2C(=O)c2ccc(F)cc2)cc1 (centres undefined),9,105,102,8,-17,-19,104,93,1.1
COc1ccccc1-c1cc(C(=O)Nc2c(C)n(C)n(-c3ccccc3)c2=O)no1,-3,113,100,1,-6,-2,86,87,1.1
COc1ccc(NC(=O)CSc2nnc(Cc3cccn3C)n2CCc2ccccc2)cc1OC,4,105,89,-20,-8,-10,102,99,1.2
O=C(NC1CCCc2ccccc21)C1CCCN(S(=O)(=O)c2cnc[nH]2)C1 (centres undefined),0,119,95,5,-1[fluorescence artefact?],-1,89,91,1
C=C(C)COc1ccc(-c2nc(N)nc(C)c2Oc2ccccc2OC)c(O)c1,-2,286*[fluorescence artefact?],89,13,59*[fluorescence artefact?],29[fluorescence artefact?],94,77,1
Clc1ccc2nc(CSc3nnc(-c4c[nH]c5ccccc45)o3)cn2c1,nt,261*[fluorescence artefact?],114,11,42[fluorescence artefact?],31[fluorescence artefact?],84,82,1
CCc1nnc(NC(=O)NCN2C(=O)C3C4C=CC(C4)C3C2=O)s1 (centres undefined),-4,120,101,0,25[fluorescence artefact?],9,104,91,1.1
CC1=C(C(=O)N2CCc3ccccc32)C2(CCC(C)CC2)OC1=O (centres undefined),-1,117,91,16[fluorescence artefact?],-2,-8,105,94,1.1
O=C(Cn1nc(-c2ccc(Cl)cc2)ccc1=O)NCCN1CCOCC1,-4,118,101,-9,-13,-8,94,101,1
N#Cc1ccc(NC(=O)COC(=O)CNC(=O)C2CCCCC2)cc1,3,102,106,1,0,4,102,102,1.3
CCOC(=O)c1ccccc1NS(=O)(=O)c1ccc(OCC)cc1,-5,86,64,5,-4,0,65,13*,0.8
COC(=O)C1CCN(S(=O)(=O)c2ccc(OC)cc2)CC1,0,114,98,-13,-7,4,99,107,1.3
O=C(Oc1ccccc1C(=O)Oc1ccccc1)c1ccco1,1,84,97,6,-2,2,84,103,1.2
CCCc1cc(C(=O)Nc2cccc(Cl)c2)no1,0,120,96,-1,-8,-2,52,86,1.5
CC(=O)Nc1nc(N)n(-c2ccccc2)n1,2,106,101,1,-23[fluorescence artefact?],-16,90,118,1.3
O=C(NC1CCCC1)c1noc2c1CCCCC2,-1,94[fluorescence artefact?],101,4,-3,-4,97,100,nt

# Following part
SMILES,CD11b adhes enh,ERa coact pot,Lung fibro prol,Smad3 inh,ERb coact inh,ERa coact inh,HUVEC prolif 384,H69AR growth 86K,MT1-MMP txn act
CCOC(=O)C1CCN(C(c2cc3ccc(C)cc3[nH]c2=O)c2nnnn2C2CCCCC2)CC1 (centres undefined),4,76[fluorescence artefact?],97,-7,3[fluorescence artefact?],13,97,94,1.1
c1ccc(-n2c(SCC3CCCCO3)nnc2-c2cccs2)cc1 (centres undefined),-6,107,nt,5,2,-1,90,84,1.1
CCN(CC)C(=O)C1=C(C)Nc2nc3ccccc3n2C1c1cccc(OC)c1 (centres undefined),-5,101,88,-18,-3,-4,102,65,1
CCc1ccc(/C=N/NC(=S)NCCc2ccccc2)cc1,1,157,92,1,-18,-10,86,78,nt
CCCCCCCOC(=O)C1=C(C)Nc2ncnn2C1c1cccs1 (centres undefined),-2,91,77,18,-4,4,63,82,nt
COC(=O)c1sc(S(=O)(=O)N2CCCCC2)c(C(=O)OC)c1C,-5,115[fluorescence artefact?],nt,-1,1,4,92,95,1.2
Cc1cc(-c2ccccc2)nn1-c1nc2c(c(=O)[nH]c(=O)n2C)n1C,1,111,110,2,-8[fluorescence artefact?],-2,117,90,1
O=C(NCCCN1CCOCC1)c1ccc(CS(=O)(=O)c2ccc(Br)cc2)o1,22,106,103,-1,-15[fluorescence artefact?],-3,116,96,1
CCn1c(SCC(=O)Nc2nc3ccc(OC)cc3s2)nnc1-c1ccoc1C,5,94,108,-2,-1,14,87,59,1.5
NC(=O)NCC12CC3CC(CC(C3)C1)C2,nt,104,98,11,0,6[fluorescence artefact?],95,101,1.2
Cc1ccc(NC2=NCC(=O)N2Cc2ccc3c(c2)OCO3)cc1,5,113,100,-5,-2,-2,85,97,1.1
CC(=O)Nc1ccc(S(=O)(=O)N2CCN(c3nc(NC4CCCC4)c4ccccc4n3)CC2)cc1,-4,105,85,3,9[fluorescence artefact?],12[fluorescence artefact?],11*,1.4*,1.1
COc1cccc(CN(CC(=O)NCC2CCCO2)C(=O)CNS(=O)(=O)c2ccccc2)c1 (centres undefined),nt,108[fluorescence artefact?],105,13,-3,-4,104,97,1.1
CCCn1c(NCc2ccccn2)nc2ccccc21,nt,91,94,-1,-6,-9,97,95,1.3
Clc1ccc(-c2csc(NNC3=NCCCCC3)n2)cc1,nt,99,95,-3,-3[fluorescence artefact?],4,75,48,1.1
C1CNCCNCCNCCN1,nt,120,95,-2,-6,-10,99,97,1.1
COc1cc(-c2cc(C(=O)N3CCN(c4ccccn4)CC3)c3ccccc3n2)cc(OC)c1OC,nt,99,77,1,0,0,50,58,1.1
CCC(Sc1n[nH]c(=O)[nH]c1=O)C(=O)OCc1ccccc1 (centres undefined),4,109[fluorescence artefact?],111,12,13,-4,117,105,1.2
CCOC(=O)Cc1nn(CCc2ccccn2)c(=O)c2ccccc12,-2,113,97,-5,-14[fluorescence artefact?],11[fluorescence artefact?],94,102,1.1
O=C(c1c(O)c2ccccc2oc1=O)C1CCCCC1,-2,113,90,16[fluorescence artefact?],-7,-12,83,54,1.1
CCOC(=O)c1cc(OC(=O)c2ccccc2Br)n(-c2ccccc2)n1,-2,88,112,-19,2,8[fluorescence artefact?],120,98,0.8
O=C(N1CCCCC1)N1CCN(C(c2ccccc2)c2ccccc2)CC1,-3,89,98,1,8,0,119,101,1
CCOC(=O)c1cc2sccc2n1CC(=O)N1CCCC1,2,121,103,-5,-9,-6,99,nt,1.1
CCOC(=O)c1cnc(SC)nc1N,-4,108,104,13,2[fluorescence artefact?],9[fluorescence artefact?],99,95,1
N#Cc1nc(COc2ccc(F)cc2)oc1NCCCn1ccnc1,-4,112,94,-7,-5[fluorescence artefact?],0,83,104,1.2
CCCCCCOc1cccc(N)c1,3,86,94,-17,-14,-7,86,95,1.3
Cc1ccc(F)c(NC(=O)CCc2ccccc2)c1,0,111,100,-3,-1[fluorescence artefact?],5[fluorescence artefact?],88,98,1.5
CCCN(CCC)c1ncnc2nc[nH]c12,1,83,102,-4,12,6,66,79,1.6
COC(=O)c1cn(N(C)c2ncc(C(F)(F)F)cc2Cl)c(=O)c2ccccc12,0,88,89,8,21,7,100,54,1.1
